Screens: PubChem BioAssay, Vanderbilt High Throughput Screening Facility
Cav32 inh = blocks human Cav3.2 T-type calcium channel | Cav3.2-expressing cells, Fluo-4 calcium fluorescence FDSS; active compounds read low | B-score at 10 µM | 4% of 100,000 active | AID 449739;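 active = single-dose well whose peak fluorescence ratio is a statistical outlier from its plate by either plate-standardised score or position-corrected B-score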
The depositor's hits bear a star. An excerpt; rates above refer to the full screens.

A first look (3 entries):
SMILES | Cav32 inh
CCOC(=O)C1C(=O)NC(SCC(=O)Nc2nccs2)=C(C#N)C1c1ccccc1OCC (stereo unspecified) | -1.1
Cc1cc(C)c2c(-n3cccc3)c(C(=O)NNS(=O)(=O)c3ccc(Br)cc3)sc2n1 | -4.7*
Cc1cccc(-c2nsc(SCC(=O)Nc3cc(C)on3)n2)c1 | -1.4

The list itself, from the first entry:
SMILES | Cav32 inh
CCOC(=O)C1C(=O)NC(SCC(=O)Nc2nccs2)=C(C#N)C1c1ccccc1OCC (stereo unspecified) | -1.1
Cc1cc(C)c2c(-n3cccc3)c(C(=O)NNS(=O)(=O)c3ccc(Br)cc3)sc2n1 | -4.7*
Cc1cccc(-c2nsc(SCC(=O)Nc3cc(C)on3)n2)c1 | -1.4
O=C(CSc1ncn(-c2ccccc2)n1)Nc1nccs1 | 0.53
CCNC(=O)CC(=O)Nc1ccccc1C(=O)O | -0.047
COC(=O)c1cc(Br)c(=O)n(Cc2ccc3c(c2)OCO3)c1 | 0.081
COC(=O)c1ccc(N2CCN(S(=O)(=O)c3ccc(Br)cc3)CC2)c([N+](=O)[O-])c1 | -1.8
O=C(CN(C(=O)CCNC(=O)c1ccco1)c1ccccc1)NC1CCCC1 | 0.041
COc1ccc(Cl)cc1NC(=O)CSc1nnc(Cn2c(=O)sc3ccccc32)n1C | -0.34
C(=C\c1ccccc1)/C=N/n1cnnc1 | 1.5

Part of the list above, as labelled records:
structure: COC(=O)c1cc(Br)c(=O)n(Cc2ccc3c(c2)OCO3)c1
- Cav32 inh: 0.081
structure: Cc1cccc(-c2nsc(SCC(=O)Nc3cc(C)on3)n2)c1
- Cav32 inh: -1.4
structure: CCNC(=O)CC(=O)Nc1ccccc1C(=O)O
- Cav32 inh: -0.047
structure: COc1ccc(Cl)cc1NC(=O)CSc1nnc(Cn2c(=O)sc3ccccc32)n1C
- Cav32 inh: -0.34

Other structures follow.
SMILES | Cav32 inh
COc1nc(NS(=O)(=O)c2ccc(C)cc2)nc(C)c1Cl | -0.97
COc1ccc(OC)c(CCNC(=O)CS(=O)(=O)Cc2nc(-c3ccc(C)cc3)oc2C)c1 | -5.9*
Cc1ccc(N=C2N=C(N)c3ccccc32)c(C)c1 | -0.1
C/C(=N/NC(=O)CNc1ccc(C)cc1)c1ccc(Cl)cc1 | 0.79
O=C(Nc1ccc(Cl)c(Cl)c1)N1CCSC1c1ccco1 (stereo unspecified) | -7.7*
O=C(NCc1ccc(F)cc1)C1CCCN1C(=O)NCc1ccccc1 (stereo unspecified) | 1.3
COc1ccccc1CNC(=O)c1ccccc1NS(C)(=O)=O | -0.045
COc1cc(=O)[nH]c(SCc2c(F)c(F)c(F)c(F)c2F)n1 | -0.98
COc1cccc(Nc2nc(-c3sc(NC(=O)c4ccccc4)nc3C)cs2)c1 | 0.012
COc1ccc(C(=O)NC(=S)Nc2ccc3c(c2)Cc2ccccc2-3)cc1 | -1.7

Reformatted: entries from further up.
Structure: COc1ccccc1CNC(=O)c1ccccc1NS(C)(=O)=O
  Cav32 inh = -0.045
Structure: Cc1ccc(N=C2N=C(N)c3ccccc32)c(C)c1
  Cav32 inh = -0.1
Structure: COc1cccc(Nc2nc(-c3sc(NC(=O)c4ccccc4)nc3C)cs2)c1
  Cav32 inh = 0.012
Structure: COc1nc(NS(=O)(=O)c2ccc(C)cc2)nc(C)c1Cl
  Cav32 inh = -0.97

Next part
SMILES | Cav32 inh
CCOC(=O)c1c(NC(=O)c2cccs2)sc2c1CCC2 | -1.3
CCCCc1c(O)nc(SCC(=O)NCCc2ccc(OC)c(OC)c2)[nH]c1=O | -1.4
COc1ccc(-n2nc(C(=O)Nc3ccc(OC)c(OC)c3)c3c4ccccc4n(C)c3c2=O)cc1 | -0.79
Cc1ccc2cc3cc(C(=O)NCCC(C)C)oc3nc2c1 | 0.5
COc1cc(-c2nnc(SCc3cc(=O)oc4cc(C)ccc34)o2)cc(OC)c1OC | 0.051
COc1ccc(-c2nc(N3CCOCC3)nc3n[nH]c(N)c23)cc1 | 0.87
Cn1c(SCc2nnc(-c3ccc(F)cc3)o2)nnc1C1COc2ccccc2O1 (stereo unspecified) | 0.46
CN1C2=NCCN2C(=O)c2ccccc21 | 1
CCOc1ccccc1C1N(c2ccc(OC)cc2)C(=O)C2CCCN21 (stereo unspecified) | -1.5
CC(C(=O)Nc1ccc(S(=O)(=O)N2CCCC2)cc1)N1CCN(C(=O)c2ccco2)CC1 (stereo unspecified) | 1
O=C(NCc1ccccc1)C(=O)NCC1OCCN1S(=O)(=O)c1cccs1 (stereo unspecified) | 0.61
COCc1nc2sc(C)c(C)c2c(=O)[nH]1 | 0.84
O=C(Cc1ccc(Cl)cc1)NCCCn1ccnc1 | 0.42
COC(=O)c1ccccc1NC(=O)c1noc2c1CCC2 | -0.14
c1ccc(-c2nnc(N3CCN(c4ccccn4)CC3)c3ccccc23)cc1 | -5.6*
CCCCNC(=O)c1onc(CSc2ccccc2CC)c1C(=O)O | -0.89
Cc1nc(Nc2ccc(S(N)(=O)=O)cc2)oc1C | -0.13
Cc1nn(C(C)c2nc(-c3ccccc3)no2)c(C)c1[N+](=O)[O-] (stereo unspecified) | -0.99
O=C(CCNS(=O)(=O)c1cccc2nonc12)NCCc1ccc(Cl)cc1 | -0.12
COc1ccccc1N1CCN(C(=O)Nc2cccc(Cl)c2)CC1 | -1.3
CCn1c(CSc2nnc(-c3ccc4c(c3)OCO4)o2)nc2cc(S(=O)(=O)N(C)C)ccc21 | 2.2
CCCNc1nc2c(c(=O)[nH]c(=O)n2C)n1Cc1cccc(Br)c1 | 2.2
COC(=O)c1ccccc1NC(=O)CN(CCc1ccccc1)S(C)(=O)=O | -0.84
Cc1cccc(NC(=O)c2cccc(NS(=O)(=O)c3ccc(Cl)cc3)c2)c1 | -9.6*
NC(=O)Nc1ccc2c(c1)OCCO2 | 0.55
Cc1ccc(-n2cc(C(=O)c3ccc4ccccc4c3O)cn2)cc1 | -0.75
O=C1c2ccccc2-c2c1cccc2C(=O)N1CCOCC1 | 0.57
CC(C)NC(=O)NC(=O)CSc1nnc(COc2ccccc2Cl)o1 | -2
N#CCSc1nnc(COc2cccc3ccccc23)n1-c1ccccc1 | -4.6*
Cc1ccc2nc(C3CCCN(C(=S)Nc4cccc(C)c4C)C3)[nH]c2c1 (stereo unspecified) | -0.75

Individual results from the results shown:
Value for O=C(CN(C(=O)CCNC(=O)c1ccco1)c1ccccc1)NC1CCCC1 in Cav32 inh: 0.041
Value for Cc1cccc(NC(=O)c2cccc(NS(=O)(=O)c3ccc(Cl)cc3)c2)c1 in Cav32 inh: -9.6*
Value for O=C(CCNS(=O)(=O)c1cccc2nonc12)NCCc1ccc(Cl)cc1 in Cav32 inh: -0.12

The results go on:
SMILES | Cav32 inh
O=C(NCc1cccnc1)c1ccccn1 | 0.56
O=C(C1CCCN(S(=O)(=O)c2ccc(Cl)cc2)C1)N(Cc1cccs1)C1CC1 (stereo unspecified) | -5.6*
CC(C)(C)NC(=O)CSC(=Nc1ccccc1F)NC#N | 0.72
CC(C)C(=O)Nc1nc2cc3c(cc2s1)OCO3 | -0.023
COc1ccc(OC)c(NC(=S)NCCC(c2ccccc2)c2ccccc2)c1 | -7.8*
COCCCNC(=O)C1CCC(=O)N1Cc1ccccc1Cl (stereo unspecified) | -0.09
CCCN(CCC)C(=O)CC(c1ccccc1)c1cc(Br)ccc1O (stereo unspecified) | -3
CC1(C)Cc2c(C#N)c(N)n(-c3ccccc3)c(=O)c2CO1 | -0.13
CCOC(=O)Cc1c(C)c2c(C)[nH]nc2oc1=O | -0.063
CCC(C)(C)NC(=O)CN(C(=O)c1snc(C(N)=O)c1N)c1ccc2c(c1)OCCO2 | -0.93
COc1ccc(NC(=O)c2nc3nccc(C)n3n2)cn1 | -0.25
COc1cc2c(cc1OC)CN(C(C)C(=O)N1CCc3ccccc31)CC2 (stereo unspecified) | 1.4
CCn1ncc(C(=O)Nc2ccc(S(=O)(=O)N3CCCC3)cc2)c1C | 0.28
COc1ccc2c(c1)c1nc3ccccc3nc1n2CC(=O)OC(C)C | 0.035
CCCC(=O)N(Cc1cc2ccccc2[nH]c1=O)c1ccccc1OC | -0.33
COCCCn1c(-c2ccc(OC)cc2)nc2nc3ccccc3nc21 | 0.45
COCCNc1nc(C)cc(-c2cc(C(=O)NCc3ccccc3)on2)n1 | 0.038
COc1ccc(C2CC(C(F)(F)F)n3nc(C(=O)NCc4c(C)nn(C)c4C)c(Cl)c3N2)cc1 (stereo unspecified) | -0.023
COC(=O)C1=C(C)N(c2ccc(C)c(C)c2)/C(=C/c2cccs2)C1=O | -1.5
Cc1cc(C)nc(N(C#N)S(=O)(=O)c2ccccc2)n1 | 1
COc1ccccc1C(=O)NN1C(=O)C2C3C=CC(O3)C2C1=O (stereo unspecified) | 3
Cn1c(SCC#N)nnc1-c1cnccn1 | 0.014
COc1cc(N/C(=N/S(=O)(=O)c2ccccc2)c2ccccc2)ncn1 | 1.9
Oc1ccccc1-c1nc(NCC2CCCO2)c2ccccc2n1 (stereo unspecified) | -1.5
COc1cc(NC(=O)Cn2nnc(-c3ccccc3N)n2)cc(OC)c1 | -3.9
COC(=O)c1ccc(NC(=O)C2CC(=O)N(c3cc(C)ccc3C)C2)cc1 (stereo unspecified) | -0.33
O=C(CCCNS(=O)(=O)c1cccc2nsnc12)NCc1ccccc1 | 0.51
O=C(COC(=O)c1ccncc1)Nc1cccc(Cl)c1 | -0.46
Cc1cc(NC(=O)CN2C(=O)NC(C)(c3ccccc3)C2=O)no1 (stereo unspecified) | -3.1
O=[N+]([O-])c1ccccc1NCc1ccc(Cl)cc1 | -0.13
Cn1c(SCc2ccccc2Cl)nnc1-c1cnccn1 | 0.76
CCOC(=O)c1c(NC(=O)c2nn(CC)cc2Br)c(C#N)nn1-c1ccccc1 | -1
CC(C)(C)OC(=O)N1CCN(c2ccc(CNC(=O)c3ccc(Cl)cc3)cc2)CC1 | -1.8
CCOCCn1c(CCCO)nc2ccccc21 | 0.11
COc1cc(C2C(C(=O)c3ccco3)=C(O)C(=O)N2c2cc(C)on2)cc(Br)c1O (stereo unspecified) | 0.15
O=C(CC1SC(=Nc2ccccc2)N(CCCO)C1=O)Nc1ccc(Cl)cc1 (stereo unspecified) | -3.4
O=S(=O)(/N=C(/Nc1cc(N2CCOCC2)ncn1)c1ccc(F)cc1)c1ccccc1 | 0.85
COC(=O)c1cc(C(=O)OC)n(Cc2ccc(Br)cc2)n1 | -1.1
COC(=O)c1ccc(N2C(=O)CC(N(C)Cc3ccccc3)C2=O)cc1 (stereo unspecified) | 0.32
COc1ccc(C2=CSC3=NCCN23)cc1F | -0.62
O=C(NNC(=O)c1cc(O)c(O)c(O)c1)NC1CCCCC1 | 0.46
Cc1sc(NC(=O)c2ccco2)c(CN2CCCCC2)c1C | -0.96
Cc1nc2cc(NC(=O)N3CC4(C)CC3CC(C)(C)C4)ccc2n1C (stereo unspecified) | -1
Cc1cc(S(=O)(=O)N2CCCC2)c(C)s1 | 0.39
CCCCn1c(CNC(C)=O)nc2ccccc21 | 0.39
Cc1ccc(-c2cc(N)n(Cc3ccc(Cl)cc3)n2)cc1 | -5*
CNC(=O)CCn1nc(-c2ccc(Cl)cc2)c2ccccc2c1=O | 1
O=C(Cc1ccccc1)Nc1c(C(=O)N2CCOCC2)cnn1-c1ccccc1 | 0.068
Cc1ccc(-c2nc(CSCC(=O)N3CCCC3)c(C)o2)cc1 | 0.96
Cc1cc(C)c(S(=O)(=O)NCC2CCC(C(=O)NCCCN3CCOCC3)CC2)c(C)c1 (stereo unspecified) | 0.68
Following part
SMILES | Cav32 inh
Clc1ccc(-c2nnc(-c3ccc(Br)o3)o2)c(Cl)c1 | -1
CCn1c(CNc2cccc(Cl)c2)nnc1SCc1ccccc1 | -1.1
CCOc1cc(NC(=O)c2ccco2)c(OCC)cc1NC(=O)COc1ccccc1 | -0.73
COc1ccc(/C=C2/N=C(c3cccs3)OC2=O)cc1OC(C)C | -0.11
Cc1ccc(S(=O)(=O)N2CCCC2C(=O)Oc2ccccc2)cc1 (stereo unspecified) | 1.4
O=C(O)CCC(=O)c1cccc2ccccc12 | 0.21
Cc1ccc(N(CC(=O)NC2CCC(C)CC2)S(=O)(=O)c2cccnc2)cc1 (stereo unspecified) | -0.4
COC(=O)c1cc(NC(=O)CC2SC(=Nc3ccccc3)N(CCc3c[nH]c4ccccc34)C2=O)cc(C(=O)OC)c1 (stereo unspecified) | -0.11
Cc1nc2sc(C(c3ccco3)N3CCN(c4cccc(Cl)c4)CC3)c(O)n2n1 (stereo unspecified) | -0.75
COc1ccc(C(=O)Nc2c(N)nc(SCC(=O)N3CCCCCC3)[nH]c2=O)cc1OC | 0.56
Cc1noc(C)c1COC(=O)CCc1nc2ccccc2s1 | 0.33
COc1cc2c(cc1O)[C@@H]1Cc3cc(OC)c(OC)cc3C(C2)N1C | 0.65
CN1CCN(c2ccc(NC(=O)c3ccccc3Br)cc2)CC1 | 1
Cc1cc(NC(=O)CSc2nnc(COc3ccccc3)o2)no1 | 0.46
O=C(COc1ccc(Br)cc1)OCc1nnc(-c2ccccc2)o1 | -0.028
Cc1n[nH]c(C)c1S(=O)(=O)N1CCCC(C(=O)NCC2COc3ccccc3O2)C1 (stereo unspecified) | -0.41
c1ccc(-n2nnc(-c3nccs3)n2)cc1 | -1.6
CCO[C@H]1OC(C(=O)NCc2ccccc2)=C[C@@H](c2ccc(C(F)(F)F)cc2)[C@@H]1CCCO | -1.9
O=C(N1CCCCC1)N1CCN(C(=O)N(c2ccccc2)c2ccccc2)CC1 | 0.3
COc1cccc(OCCCN2CCN(S(=O)(=O)c3ccc(NC(C)=O)cc3)CC2)c1 | -0.16
CCOc1ccc(-c2cc(C(=O)N3CCN(c4ccccn4)CC3)c3ccccc3n2)cc1 | -0.025
CN1CC(c2ccccc2)C2(SC(=S)N(Cc3ccco3)C2=O)C12C(=O)Nc1ccccc12 (stereo unspecified) | -4.7*
Cc1ccc(OCCn2c(CCNC(=O)C(C)C)nc3ccccc32)cc1 | -6.9*
CCc1ccc(C2C(C(C)=O)=C(C(=O)OC)Nc3nnnn32)cc1 (stereo unspecified) | 0.037
COc1cccc(COc2ccc3c(C)c(Cc4ccccc4)c(=O)oc3c2)c1 | -3.7*
